EBNA-1 inh = EBNA-1 DNA-binding inhibitors, primary screen, biochemical, fluorescence polarization; inhibition, % at 14.8 µM; 0.34% of 300,000 active; in the data active means inhibition above about 28%
procasp7 counter = procaspase-7 activators, primary screen, counter-screen for procaspase-3 activator project, biochemical, absorbance, HTS, human | recombinant procaspase-7, Ac-DEVD-pNA absorbance 405 nm; D23A/D198A/D206A triple mutant, cannot self-cleave; scale: DMSO 0, 5 µM enzyme 100 | activation, % at 8.5 µM | 0.093% of 330,000 active | AID 463210, 2010 | Caspase-7 (Homo sapiens), P55210;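 active means percent activation above the screen-wide mean plus 3 SD, cut at about 25% in these data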
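Test system: Procaspase-7 triple mutant (PC-7 D3A). Also added: Ac-DEVD-pNA substrate, 400 µM as added. Schedule: 1 h enzyme–compound preincubation and 2 h substrate reaction, both 25 °C. Signal: p-Nitroaniline absorbance at 405 nm, read at 0 and 120 min. Control set: low DMSO alone, high DMSO plus 5 µM PC-7.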
AHR activator = AHR activators, primary screen, cell-based, luminescence, luciferase reporter, human; activation, % at 5 µM; AID 2796, 2010; AHR-responsive luciferase reporter cells; 2.5% of 320,000 active; Aryl hydrocarbon receptor (Homo sapiens), P35869; in the data active means activation above about 47%;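 further: 0% = vehicle wells and 100% = reference agonist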
ZTA DNA inh = counter-screen for EBNA-1 inhibitors: inhibitors of Epstein-Barr virus ZTA; P03206; ZTA-DNA binding, fluorescence polarization; inhibition, % at 11 µM; 0.15% of 320,000 active; in the data active means inhibition above about 33%
LAP4 TOR yeast = modulators of LAP4-GFP expression in yeast, primary screen, S. cerevisiae, multiplex flow cytometry, MLPCN library; 3 h; median GFP as percent of DMSO wells; GFP response vs DMSO, % at 10 µM; 0.34% of 320,000 active;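 active means GFP response vs DMSO above a set limit, about the screen mean plus 3 SD, cut at about 150% in these data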
MEP2-GFP yeast = modulators of MEP2-GFP levels in yeast, primary screen, S. cerevisiae, multiplex flow cytometry, MLPCN library. 0.51% of 330,000 active. AID 2016, 2009. GFP response vs DMSO, % at 10 µM. S. cerevisiae MEP2-GFP strain, 3 h; 100% = DMSO control level;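 active means GFP response versus DMSO above a set limit, roughly screen mean plus 3 SD, cut at about 180% in these data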;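 further: median GFP fluorescence of the barcode-gated MEP2-GFP cells per well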
RPL19A TOR yeast = RPL19A-GFP expression modulators in yeast, primary screen, cell-based, S. cerevisiae, multiplex flow cytometry, MLPCN. S. cerevisiae RPL19A-GFP strain, 3 h; active compounds read low. percent response vs DMSO, % at 10 µM. 0.3% of 330,000 active. AID 2025, 2009;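 active means percent response vs DMSO below 50%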;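 further: median channel GFP fluorescence of the barcoded RPL19A-GFP strain; ratio of sample median GFP to plate DMSO average so 100% = DMSO; lower means less RPL19A-GFP as with rapamycin TOR inhibition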
procasp3 activ = activators of human procaspase-3 D3A mutant, primary screen, biochemical, absorbance, PC-3 D3A mutant, single concentration | activation, % at 8.5 µM | Caspase-3 (Homo sapiens), P42574 | recombinant procaspase-3 D3A, Ac-DEVD-pNA absorbance 405 nm | 0.11% of 330,000 active | AID 463141, 2010;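 active means activation above the mean of all tested compounds plus 3 SD, cut at about 21% in these data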;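 further: 0% = DMSO alone and 100% = DMSO wells spiked with extra 5 µM PC-3 D3A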
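Assay system – Procaspase-3 D3A mutant · Benchmarks – DMSO low control, extra-enzyme high control · Technique – 405 nm absorbance of p-nitroaniline, reads at 0 and 120 min · Doses – 8.5 µM nominal · Measure – % activation between DMSO and enzyme-spiked controls · Also added – Ac-DEVD-pNA chromogenic peptide substrate · Schedule – 1 h compound preincubation, 2 h substrate hydrolysis at 25 °C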
The depositor's hits bear a star; . = not tested or not shown. No enrichment for hits, and some 3.8% of all compounds hit somewhere here.

#1 CCOC(=O)Cn1c(=O)n(Cc2ccco2)c(=O)c2ccc(C(=O)NC3CCCC3)cc21
#2 CCCCNC(=O)CC(=O)Nc1ccccc1C(=O)O
#3 CCOC(=O)c1c(Cc2cccc(Cl)c2)c[nH]c1C
#4 CN(C)c1ccc(/C=N/NC(=O)c2ccccc2Cl)cc1
#5 O=C(CSc1nnc2c(Cl)cc(Cl)cn12)N1CCN(S(=O)(=O)c2ccccc2)CC1
#6 CCC(CO)Oc1cc(NCc2ccccc2)c2ncn(C(C)C)c2c1 (stereo unspecified)
#7 Cc1ccc2c(c1Br)/C(=N/N1C(=O)c3ccccc3C1=O)C(=O)N2
#8 O=C(CSc1nc2ccsc2c(=O)n1-c1ccccc1)N1CCCC1
assay / entry	1	2	3	4	5	6	7	8
procasp7 counter	13	1	0	7	3	-11	16	5
MEP2-GFP yeast	103	99	103	110	99	91	112	104
LAP4 TOR yeast	99	101	99	99	88	87	109	96
EBNA-1 inh	2	-5	3	2	-2	.	19	1
RPL19A TOR yeast	100	100	103	105	97	93	106	103
procasp3 activ	2	0	8	1	6	11	6	-1
AHR activator	2	2	1	24	-2	4	5	2
ZTA DNA inh	6	-3	-7	-21	13	.	5	-11

Among those listed so far, five have nitrogen in an aromatic ring.
#1 CCOC(=O)Cn1c(=O)n(Cc2ccco2)c(=O)c2ccc(C(=O)NC3CCCC3)cc21
#3 CCOC(=O)c1c(Cc2cccc(Cl)c2)c[nH]c1C
#5 O=C(CSc1nnc2c(Cl)cc(Cl)cn12)N1CCN(S(=O)(=O)c2ccccc2)CC1
#6 CCC(CO)Oc1cc(NCc2ccccc2)c2ncn(C(C)C)c2c1 (stereo unspecified)
#8 O=C(CSc1nc2ccsc2c(=O)n1-c1ccccc1)N1CCCC1
assay / entry	1	3	5	6	8
procasp7 counter	13	0	3	-11	5
MEP2-GFP yeast	103	103	99	91	104
LAP4 TOR yeast	99	99	88	87	96
EBNA-1 inh	2	3	-2	.	1
RPL19A TOR yeast	100	103	97	93	103
procasp3 activ	2	8	6	11	-1
AHR activator	2	1	-2	4	2
ZTA DNA inh	6	-7	13	.	-11

Carrying on.
#9 COc1ccc(CNC(=O)CN(C(=O)c2csnn2)c2ccc(C(C)=O)cc2)cc1
#10 O=C(/C=C/c1ccc(OC2CSC2)cc1)c1ccccc1
#11 Cc1ccc2c(c1C)NC(=O)CC(c1ccccc1O)=N2
#12 O=C(NN1C(=O)c2cc(Br)ccc2NC1c1cc(Br)cc(Br)c1O)c1ccncc1 (stereo unspecified)
#13 COc1ccc(NC(=O)c2cc(-c3ccccc3)nc3c2cnn3C(C)C)cc1
#14 COc1ccc2cc(CN(Cc3ccco3)Cc3nnnn3C3CCCCC3)c(=O)[nH]c2c1
#15 O=C(Cn1nc2ccccc2n1)N/N=C/c1ccc(F)cc1
#16 Cc1ccc(S(=O)(=O)CCN2C=CC(C(F)(F)F)=NCC2)cc1
assay / entry	9	10	11	12	13	14	15	16
procasp7 counter	-16	-1	10	4	-7	2	-2	4
MEP2-GFP yeast	85	101	98	105	99	103	97	101
LAP4 TOR yeast	88	112	122	111	96	100	106	127
EBNA-1 inh	13	2	-7	-8	.	-12	6	5
RPL19A TOR yeast	91	95	91	99	95	96	99	101
procasp3 activ	-12	6	4	7	5	-1	1	7
AHR activator	-1	6	11	56*	8	-1	2	2
ZTA DNA inh	2	17	-2	4	1	-14	1	2

#17 COc1cccc(S(=O)(=O)NCc2ccc(C(=O)N3CCN(Cc4ccccc4)CC3)cc2)c1
#18 Cc1ccccc1C(=O)Nc1nnc(-c2ccc(C(C)(C)C)cc2)s1
#19 COc1cccc(C2CC(=O)Nc3cc4c(cc32)CCC4)c1 (stereo unspecified)
#20 CC(=O)C1=C(O)C(=O)N(c2ccc(O)cc2)C1c1ccc(Cl)cc1 (stereo unspecified)
#21 O=C(Nc1cc(S(=O)(=O)N2CCOCC2)ccc1N1CCCC1)c1cc(=O)[nH]c2ccccc12
#22 O=C(NCc1nc2ccccc2[nH]1)c1c(F)c(F)c(F)c(F)c1F
#23 CNC(=O)c1c(NC(=O)C2=COCCO2)sc(C)c1C
#24 CCCn1nc(CC(=O)O)c2ccccc2c1=O
assay / entry	17	18	19	20	21	22	23	24
procasp7 counter	-7	9	11	-7	2	-2	8	5
MEP2-GFP yeast	96	100	107	101	102	103	106	103
LAP4 TOR yeast	94	103	113	83	116	101	105	107
EBNA-1 inh	7	-9	-9	2	-2	-9	-19	8
RPL19A TOR yeast	101	100	99	106	98	97	108	103
procasp3 activ	-1	-2	2	4	2	-4	-5	0
AHR activator	3	29	3	0	3	2	12	-1
ZTA DNA inh	-2	4	-2	-3	-13	-5	-9	-3

Limited to procasp3 activ and AHR activator (two entries from above):
| no. | compound | procasp3 activ | AHR activator |
| --- | --- | --- | --- |
| 17 | COc1cccc(S(=O)(=O)NCc2ccc(C(=O)N3CCN(Cc4ccccc4)CC3)cc2)c1 | -1 | 3 |
| 18 | Cc1ccccc1C(=O)Nc1nnc(-c2ccc(C(C)(C)C)cc2)s1 | -2 | 29 |

Next results follow:
#25 CC(=O)/C(=N\Nc1ccccc1)Oc1ccc(Br)cc1
#26 Cc1cccc(COc2ncnc3nc[nH]c23)c1
#27 CCC(C)(C)n1nnnc1C(c1cc2cccc(C)c2[nH]c1=O)N1CCCC1 (stereo unspecified)
#28 COc1ccc(-c2nn(CC(=O)N(C)C)c(=O)c3ccccc23)cc1
#29 COc1ccc(NC(=O)/C(=C/c2ccc3c(c2)OCO3)NC(C)=O)cc1
#30 CCOC(=O)c1cccc(S(=O)(=O)N(CCO)Cc2cc3cc(OC)c(OC)cc3[nH]c2=O)c1
#31 CC(C(=O)Nc1ccccc1Cl)c1ccc([N+](=O)[O-])cc1 (stereo unspecified)
#32 O=C(CCCN1C(=O)c2ccccc2C1=O)NCC1CCCO1 (stereo unspecified)
assay / entry	25	26	27	28	29	30	31	32
procasp7 counter	6	-3	-7	14	2	-1	1	5
MEP2-GFP yeast	106	104	108	109	103	98	100	100
LAP4 TOR yeast	103	98	102	100	99	98	83	83
EBNA-1 inh	-3	6	2	14	7	4	4	-2
RPL19A TOR yeast	107	103	100	105	106	100	95	100
procasp3 activ	-3	4	-11	3	-6	-3	1	-7
AHR activator	0	35	12	2	8	1	-3	4
ZTA DNA inh	-4	4	1	14	-12	-10	1	-8

#33 COc1ccc(O)c(-c2cc(-c3cccs3)[nH]n2)c1
#34 N#CCSc1nc2ccccc2o1
#35 O=C(Nc1cc(C(=O)N2CCOCC2)cc(C(=O)N2CCOCC2)c1)c1cc(F)c(F)cc1Cl
#36 CCOC(=O)c1[nH]cnc1C(=O)N1CCC(C)CC1
#37 O=C(CCC(=O)NCCO)NCCO
#38 CCOc1ccc(N(CC(=O)NN=C2CCCC2)S(C)(=O)=O)cc1
#39 Cc1ccc(NCc2nnc(SCc3ccc(C#N)cc3)n2Cc2ccco2)c(C)c1
#40 CCNC(=S)N(CCCN(CC)CC)Cc1cc2cc3c(cc2[nH]c1=O)OCO3
assay / entry	33	34	35	36	37	38	39	40
procasp7 counter	-4	8	3	14	7	-1	-9	-1
MEP2-GFP yeast	103	101	98	98	105	100	100	99
LAP4 TOR yeast	112	101	94	98	100	93	103	98
EBNA-1 inh	5	-11	3	.	0	5	7	6
RPL19A TOR yeast	96	99	96	92	105	103	101	102
procasp3 activ	4	9	2	-2	3	6	-4	8
AHR activator	87*	0	2	1	-3	2	10	4
ZTA DNA inh	4	11	-6	17	-5	-7	-8	2

Entries by screen from the entries so far:
Entries 17 to 22 in RPL19A TOR yeast: 101, 100, 99, 106, 98, 97
Entries 17 to 22 in AHR activator: 3, 29, 3, 0, 3, 2

(further entries)
#41 O=C(NNC(=O)C1CC(=O)N(Cc2ccccc2)C1)c1ccc(F)cc1 (stereo unspecified)
#42 CN(C)S(=O)(=O)c1ccc(C(=O)NC(=O)CSc2nncs2)cc1
#43 O=C(O)C1CC=C(Cl)CC1C(=O)NCC1OCCc2ccccc21 (stereo unspecified)
#44 Cc1ccc(C)n1-c1ccc(N2CCOCC2)c([N+](=O)[O-])c1
#45 O=C(Nc1ccccc1Cl)O/N=C/c1ccncc1
#46 Cc1ccc(S(=O)(=O)N(C)c2cc(S(N)(=O)=O)c(C)cc2C)cc1
#47 CNC(=O)CC12CC3CC(CC(C3)C1)C2
#48 CC(C)(C)c1ccc(-n2ncc3c2CCCC3NC(=O)CCN2CCCC2=O)cc1 (stereo unspecified)
assay / entry	41	42	43	44	45	46	47	48
procasp7 counter	0	12	1	-3	-1	2	-2	-3
MEP2-GFP yeast	97	100	102	97	101	102	95	108
LAP4 TOR yeast	108	104	100	84	89	98	98	102
EBNA-1 inh	4	.	-7	6	-2	-7	1	10
RPL19A TOR yeast	95	101	101	98	96	103	99	99
procasp3 activ	5	-7	-4	-7	0	-5	11	-5
AHR activator	-1	0	-1	0	0	0	0	-4
ZTA DNA inh	-5	.	-10	7	12	-16	5	-9

#49 O=C(O)CCc1ccc(-c2cccs2)n1CC(=O)Nc1ccccc1C(F)(F)F
#50 O=C(Nc1ccc2c(c1)OCO2)C1CCN(S(=O)(=O)Cc2ccccc2)CC1
#51 CCOC(=O)C1(CCOC)CCN(Cc2cc3ccccc3s2)CC1
#52 CC(O)CNC12CC3CC(CC(C3)C1)C2 (stereo unspecified)
#53 O=C(C(=O)N1CCCc2ccccc21)N1CCCc2ccccc21
#54 Cc1noc(C)c1CSCC(=O)N(C)CC(=O)Nc1ccc(Cl)c(C(F)(F)F)c1
#55 O=C(Nc1ccccc1)/C(=C\c1ccncc1)NC(=O)c1ccccc1
assay / entry	49	50	51	52	53	54	55
procasp7 counter	-7	-2	32*	-2	2	4	3
MEP2-GFP yeast	104	86	112	95	108	99	107
LAP4 TOR yeast	108	.	104	80	90	104	101
EBNA-1 inh	-23	-14	-4	2	3	-10	6
RPL19A TOR yeast	96	96	104	91	105	92	99
procasp3 activ	-20	-7	4	-10	12	3	2
AHR activator	-1	39	1	-1	2	-2	3
ZTA DNA inh	7	19	-14	17	18	6	4
